PLC-gamma1 inh: PLC-gamma1 enzyme inhibitors, primary screen, biochemical, fluorescence, purified enzyme; AID 720700, 2013; fluorogenic substrate; 1-phosphatidylinositol 4,5-bisphosphate phosphodiesterase gamma-1 (Homo sapiens), P19174; inhibition, % at 12.2 µM; 370,000 tested, 0.84% active; in the data active = inhibition above about 9.5%
DAX1 inh-1: DAX1 (NR0B1) inhibitors, primary screen, cell-based, HEK293, Gal4-DAX1, luciferase luminescence; inhibition, % at 6.75 µM; 340,000 tested, 0.99% active; Nuclear receptor subfamily 0 group B member 1 (Homo sapiens), P51843; AID 504766, 2011; HEK293 Gal4-DAX1 luciferase reporter;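 active = inhibition above the mean over all tested compounds plus 3 SD, cut at about 4.2% in these data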;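 also: 0% = DAX1-transfected cells with DMSO and 100% = empty-vector control cells with DMSO; inhibition shows as a rise in luminescence from relieved DAX1 repression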
DAX1 inh-2: DAX1 (NR0B1) inhibitors on StAR promoter, primary screen, cell-based, luminescence, SF-1 (NR5A1), full-length DAX-1; HEK293T StAR-luciferase reporter, SF-1/DAX-1 repression relief; inhibition, % at 6.8 µM; 370,000 tested, 1.1% active; AID 652010, 2013;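 active = inhibition above the mean over all tested compounds plus 3 SD, cut at about 3.6% in these data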;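 also: 0% = DAX-1 cells with DMSO and 100% = cells lacking DAX-1 with DMSO; higher inhibition means more luminescence from relief of DAX-1 repression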
GAA850 FXN act: FXN promoter activators, primary screen, cell-based, luciferase luminescence, HEK293 lucGAA850 | HEK293 lucGAA850 FXN promoter luciferase reporter, 24 h; percent of 10 µM SAHA response | activation, % at 6 µM | 360,000 tested, 0.56% active | AID 540364, 2011;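 active = activation above the average of all compounds screened plus 3 SD, cutoff fixed separately per campaign, cut at about 7.5% in these data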;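 also: 0% = DMSO wells and 100% = 10 µM SAHA wells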
sPLA2-III inh: human group III sPLA2 inhibitors, primary screen, biochemical, QFRET, BODIPY PC-A2 liposome substrate; Group 3 secretory phospholipase A2 (Homo sapiens), Q9NZ20; QFRET BODIPY PC-A2 liposome hydrolysis, fluorescence; 370,000 tested, 0.56% active; inhibition, % at 12.2 µM;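 active = inhibition above mean plus 3 SD of compounds lying within the high and low control bounds, cut at about 19% in these data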;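 also: 0% = median of test compound wells and 100% = no enzyme DMSO wells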
ssDAF12 agonist: S. stercoralis DAF-12 nuclear receptor activators, primary screen, cell-based, luminescence, HEK293, GRIP1 co-expression, lit1-tk-luc | activation, % at 6.8 µM | 370,000 tested, 1% active | AID 652126, 2013 | Nuclear hormone receptor DAF-12 (Strongyloides stercoralis) | HEK293 ssDAF-12/GRIP1 lit1-tk-luc reporter; % of 3 µM dafachronic acid response;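 active = activation above the mean over all tested compounds plus 3 SD, cut at about 0.9% in these data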;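 also: 0% = DMSO-only wells and 100% = 3 µM delta7-dafachronic acid wells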
hgDAF12 agonist: H. glycines DAF-12 receptor agonists, primary screen, cell-based, luminescence, HEK293, GAL4 fusion, UAS-luciferase | Nuclear hormone receptor DAF-12 (Heterodera glycines), GAL4 fusion | HEK293 GAL4-hgDAF12 UAS-luciferase reporter, agonist luminescence; normalized to butyrate control | activation, % at 6.8 µM | 370,000 tested, 1.8% active | AID 687014, 2013;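 active = activation above a cutoff set at the mean of all screened compounds plus 3 SD, cut at about 10% in these data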;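 also: 0% = DMSO wells and 100% = sodium butyrate wells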
ADAM10 inh: human ADAM10 inhibitors, primary screen, biochemical, QFRET, HTS; Disintegrin and metalloproteinase domain-containing protein 10 (Homo sapiens), O14672; 370,000 tested, 0.62% active; AID 720582, 2013; recombinant ADAM10, EDANS/DABCYL FRET peptide cleavage, 3 h; inhibition, % at 7 µM;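 active = inhibition above a per-campaign cutoff equal to the mean of compounds falling between control-based bounds plus 3 SD, cut at about 20% in these data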;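 also: 0% = DMSO wells while the 100% control is not disclosed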
PLCb3 inh: human PLC-beta3 inhibitors, primary screen, biochemical, fluorescence; inhibition, % at 12.2 µM; 370,000 tested, 0.18% active; AID 720704, 2013; 1-phosphatidylinositol 4,5-bisphosphate phosphodiesterase beta-3 (Homo sapiens), Q01970; Purified PLC-beta3, fluorogenic substrate; in the data active = inhibition above about 11%;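 also: 0% = median of compound wells on plate and 100% = full blocker control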
Target sequence (Q01970 whole entry, looked up): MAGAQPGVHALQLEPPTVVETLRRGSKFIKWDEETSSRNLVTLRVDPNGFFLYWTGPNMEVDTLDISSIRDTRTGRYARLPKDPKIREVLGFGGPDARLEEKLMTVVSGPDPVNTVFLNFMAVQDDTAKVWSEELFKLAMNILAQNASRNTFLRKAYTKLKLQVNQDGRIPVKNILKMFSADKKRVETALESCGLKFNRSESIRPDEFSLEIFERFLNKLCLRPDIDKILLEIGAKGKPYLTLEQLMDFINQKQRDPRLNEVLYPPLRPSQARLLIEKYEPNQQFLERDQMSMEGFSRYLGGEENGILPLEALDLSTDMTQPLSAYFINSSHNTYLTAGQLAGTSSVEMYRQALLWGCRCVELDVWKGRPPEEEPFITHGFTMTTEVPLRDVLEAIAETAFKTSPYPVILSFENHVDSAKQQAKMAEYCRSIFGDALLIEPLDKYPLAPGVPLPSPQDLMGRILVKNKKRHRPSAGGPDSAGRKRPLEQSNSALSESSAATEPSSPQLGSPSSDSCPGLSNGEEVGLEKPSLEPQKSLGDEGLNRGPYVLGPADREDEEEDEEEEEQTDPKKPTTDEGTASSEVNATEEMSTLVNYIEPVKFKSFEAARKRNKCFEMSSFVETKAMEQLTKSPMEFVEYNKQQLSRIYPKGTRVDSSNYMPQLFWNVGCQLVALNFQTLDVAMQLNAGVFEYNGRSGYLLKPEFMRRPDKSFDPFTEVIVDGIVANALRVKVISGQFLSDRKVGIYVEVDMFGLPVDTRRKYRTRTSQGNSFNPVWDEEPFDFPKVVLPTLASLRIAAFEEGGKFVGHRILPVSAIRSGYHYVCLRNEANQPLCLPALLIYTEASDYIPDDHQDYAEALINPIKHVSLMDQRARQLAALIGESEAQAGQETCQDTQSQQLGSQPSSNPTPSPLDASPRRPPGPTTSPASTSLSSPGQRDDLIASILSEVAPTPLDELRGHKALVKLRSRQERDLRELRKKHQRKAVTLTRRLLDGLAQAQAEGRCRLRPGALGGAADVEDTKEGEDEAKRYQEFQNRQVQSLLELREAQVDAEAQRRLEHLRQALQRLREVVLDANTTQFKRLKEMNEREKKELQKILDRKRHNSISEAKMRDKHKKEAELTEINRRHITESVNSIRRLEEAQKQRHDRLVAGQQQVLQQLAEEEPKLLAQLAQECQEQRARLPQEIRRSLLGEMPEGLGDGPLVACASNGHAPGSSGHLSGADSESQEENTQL
ADAM17 inh: ADAM17 inhibitors, primary screen, biochemical, QFRET. Disintegrin and metalloproteinase domain-containing protein 17 (Homo sapiens), P78536. recombinant ADAM17, EDANS/DABCYL FRET peptide cleavage. 370,000 tested, 0.83% active. inhibition, % at 6.95 µM;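 active = inhibition above the mean of compounds lying between control limits plus 3 SD, set per campaign, cut at about 8.5% in these data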;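 also: 0% = DMSO-only wells as the low control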
hcDAF12 agonist: H. contortus DAF-12 nuclear receptor activators, primary screen, cell-based, luminescence, HEK293, lit1-tk-luc reporter; 370,000 tested, 1.4% active; activation, % at 6.8 µM; HEK293 hcDAF-12 lit1-tk-luc reporter; 0% DMSO, 100% Δ7-dafachronic acid; AID 652067, 2013;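 active = activation above the mean of all tested compounds plus 3 SD, cut at about 5.5% in these data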;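 also: 100% = response to 3 µM Δ7-dafachronic acid high control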
An asterisk follows results filed as active; nt = not tested or not shown.

Order of values – ssDAF12 agonist | DAX1 inh-1 | DAX1 inh-2 | sPLA2-III inh | PLCb3 inh | ADAM17 inh | hcDAF12 agonist | PLC-gamma1 inh | ADAM10 inh | GAA850 FXN act | hgDAF12 agonist
> CCOC(=O)C(NC(=O)CC(C)C)(Nc1sc2c(c1C(N)=O)CCCC2)C(F)(F)F (stereo not given)
 : -0.5 | -0.4 | 0.6 | -2 | 2 | -3 | -0.4 | -4 | -1 | -1.7 | 2.6
> CC1CCN(c2ccc([N+](=O)[O-])cc2C(=O)NCC2CCCO2)CC1 (stereo not given)
 : -0.9 | -0.9 | -0.3 | -1 | -8 | 4 | 1.3 | 4 | -4 | -0.4 | -1.7
> COc1cccc(C2C(C(=O)OC(C)C)=C(C)N=c3s/c(=C\c4ccc(C(=O)O)cc4)c(=O)n32)c1 (stereo not given)
 : -0.9 | 0.8 | 0.0 | -8 | -42 | -1 | -1.4 | -3 | 0 | 3.2 | 2.0
> Cc1nc2ncnn2c(C)c1CCC(=O)N1CCc2ccccc21
 : -0.1 | -0.8 | 0.0 | 13 | -2 | -2 | 0.9 | 4 | -5 | 1.5 | 0.2
> N#CCCn1cc(C(=O)Nc2ccc(C(=O)O)cc2)c(-c2cc3ccccc3o2)n1
 : -1.6 | -0.7 | 0.5 | -3 | -3 | -4 | 0.1 | 3 | 5 | 0.6 | -1.2
> CC(C)c1ccc(O)c(NC(=O)c2cncc(Br)c2)c1
 : -0.3 | 0.3 | 0.6 | -12 | 1 | -1 | 0.0 | 2 | -2 | 2.6 | 3.5
> O=C(Nc1ccccc1)c1cccc2c(Br)cccc12
 : -0.8 | -0.7 | -0.2 | -7 | -4 | 3 | 3.5 | -2 | 7 | 1.2 | 5.8
> CN(C)C(=O)CCc1ccc2c3c([nH]c2c1)[C@]1(CCC2CCCC2)[C@@H](C(=O)N2CCOCC2)C[C@H](CC(=O)NCCC2=CCCCC2)C(=O)N1CC3
 : -1.4 | -0.6 | 0.1 | -15 | 1 | 4 | -1.4 | 2 | -6 | -0.5 | -2.1
> O=c1[nH]c(=S)[nH]c2c1C(c1ccc(F)cc1)OC(CCOCc1ccccc1)C2 (stereo not given)
 : -1.1 | nt | 0.2 | 4 | 2 | 1 | 0.7 | 2 | 4 | nt | 2.7
> O=C(O)[C@H](Cc1ccccc1)N1Cc2ccccc2C1=O
 : -1.0 | 1.2 | 1.0 | 3 | 7 | 0 | 1.5 | 4 | 8 | 1.1 | 0.8
> Cc1cccc(-n2nc(C)c3c2NC2=C(C(=O)CCC2)C3c2ccccn2)c1 (stereo not given)
 : -2.1 | 1.0 | -0.5 | -5 | -84 | -13 | -1.0 | -50 | -23 | 2.1 | -1.1
> CCOC(=O)c1c(C)c(C(=O)NCc2ccc(OC)cc2)c(C)n1C
 : -1.1 | -1.8 | -0.3 | 6 | -5 | -4 | -4.3 | -7 | 7 | 0.2 | 2.0
> COc1ccccc1S(=O)(=O)N1CCNC(=O)C1
 : -1.0 | -0.2 | -0.9 | 0 | 4 | 0 | -1.2 | 3 | -4 | 0.4 | -0.3
> CC1(C(=O)NS(=O)(=O)c2cccc(Cl)c2)CCN1C(=O)c1ccccc1CCc1ccccc1 (stereo not given)
 : -1.0 | nt | 0.1 | -38 | -6 | -2 | 1.5 | 2 | -16 | -0.7 | -2.0
> O=C(CCSc1nnc(-c2ccncc2)o1)Nc1ccccc1Cl
 : -1.2 | 1.3 | 0.0 | 6 | 3 | -2 | 0.7 | 3 | -5 | -0.5 | 0.7
> O=C(OCCCCSc1nnc(-c2cccc3ccccc23)o1)c1ccc(F)cc1
 : -0.9 | nt | nt | -17 | -8 | -12 | -0.8 | -5 | -68 | nt | 0.0
> CN1C(C(=O)NCc2cccc(C(F)(F)F)c2)CC2Cn3c(nc4cc(Cl)c(Cl)cc43)C21 (stereo not given)
 : -1.0 | 0.8 | -0.1 | -1 | -2 | -3 | 0.0 | 1 | -9 | -1.3 | -1.0
> Cc1cc(S(=O)(=O)Nc2ccccc2C(=O)O)ccc1Cl
 : -1.6 | 1.0 | 0.6 | -29 | -2 | -2 | -1.4 | -2 | 3 | 0.6 | -2.4
> CCN(CC)CCNC(=O)c1ccccc1C(=O)c1ncc[nH]1
 : -1.2 | 1.6 | -0.3 | 7 | 1 | -5 | 0.0 | 0 | 3 | -0.9 | -1.8
> Cc1ccc(C(C)C)c(OCc2ccc(C(=O)N/N=C/c3cccc(O)c3O)cc2)c1
 : -2.3 | -3.4 | -3.6 | 12 | -1 | 4 | -7.0 | 4 | 3 | -11 | -17
> COc1ccc(NC(=O)N(C)C[C@@H]2OCc3cnnn3CCCC(=O)N([C@H](C)CO)C[C@@H]2C)c(OC)c1
 : -1.6 | 1.3 | -0.1 | 5 | -1 | -5 | -0.5 | 0 | -12 | 0.4 | 0.3
> COc1cccc(NC(=S)NC2CC3CCCC(C2)N3C2CCCC2)c1 (stereo not given)
 : -1.4 | 0.8 | 0.7 | 5 | 1 | 2 | -0.6 | 1 | -3 | -1.1 | 5.5
> C[C@@H]1CCC(=O)N(C[C@@H](C)CSc2ccc(Br)cc2)CC1
 : -1.4 | 0.0 | -0.8 | -8 | 4 | 6 | -1.5 | 1 | 9 | -2.1 | 0.7
> O=C(Cc1ccccc1)NNC(=S)Nc1ccccc1
 : -1.0 | nt | 0.1 | 13 | -1 | -8 | -0.9 | -2 | -5 | 2.8 | -1.9
> Cc1ccc(NC(=S)NNS(=O)(=O)c2ccc3ccccc3c2)cc1Cl
 : -0.8 | -0.5 | -0.2 | -8 | -2 | 3 | 0.0 | 0 | 7 | 3.2 | 2.1
> COc1cccc(-c2nc3c(c(=O)[nH]c(=O)n3Cc3ccccc3)n2CCO)c1OC(F)F
 : -1.1 | 2.8 | 0.5 | 3 | -1 | 3 | -1.5 | 3 | 6 | 2.0 | -1.4
> O=C(N/N=C/C(Cl)=C/c1ccccc1)c1ccncc1
 : -1.1 | nt | -0.6 | -2 | -10 | -3 | -0.1 | -8 | -4 | 1.2 | 0.6
> NC(=O)C1CCN(C(c2ccccc2F)c2nnnn2Cc2ccco2)CC1 (stereo not given)
 : -0.5 | -0.6 | 0.5 | 11 | 0 | 4 | 0.7 | 6 | 7 | 2.3 | -1.7
> Cc1ccc(NS(=O)(=O)c2ccc3c(c2)oc(=O)n3C)cc1F
 : -0.7 | -0.1 | -1.5 | -5 | 1 | 2 | 3.8 | 2 | -10 | -2.3 | -3.6
> CC(C)(C)c1nnc(NS(C)(=O)=O)s1
 : -0.8 | 1.7 | 0.7 | 1 | 3 | 0 | 0.7 | 5 | 15 | 3.3 | 0.7
> CCC(C)N(C(=O)CSc1nc(C)c(C)c(C)c1C#N)C1CCS(=O)(=O)C1 (stereo not given)
 : -1.1 | 0.8 | -0.3 | 6 | -4 | -8 | 0.6 | 0 | -5 | -0.4 | 2.3
> O=C(CC1C(=O)NCCN1Cc1cccc(F)c1)NCCCN1CCCC1=O (stereo not given)
 : -1.3 | 2.1 | -1.5 | 2 | -23 | -6 | 1.8 | -15 | -23 | 1.3 | 1.4
> CS(=O)(=O)N(CC(=O)N1CCCCCC1)c1ccc2c(c1)OCCO2
 : -1.2 | 0.8 | -0.6 | 4 | -11 | 0 | 3.2 | 2 | -2 | -0.1 | 0.9
> C/C=C/C=C/C(=O)OC(C)C(=O)Nc1cc([N+](=O)[O-])ccc1OC (stereo not given)
 : -1.6 | -0.9 | -0.6 | -1 | -5 | -3 | -1.6 | 1 | 1 | -0.7 | -0.5
> O=c1ccn([C@@H]2O[C@H](CNCc3ccccc3OCc3ccc(Cl)cc3Cl)[C@@H](O)[C@H]2O)c(=O)[nH]1
 : -1.5 | nt | -0.9 | -1 | 0 | -5 | -2.4 | 4 | -7 | nt | 2.0
> COc1cc(/C=C/c2ccc3cccc([N+](=O)[O-])c3n2)ccc1OCC(=O)O
 : -1.4 | 0.8 | 0.4 | 1 | -6 | -1 | 0.2 | -2 | -4 | -0.1 | 4.5
> CC(=O)OCC(=O)C1(O)CCC2C3CC(C)C4=CC(=O)C=CC4(C)C3=CCC21C (stereo not given)
 : -1.2 | -0.7 | 1.1 | -1 | 0 | 1 | -1.4 | 4 | -11 | 3.6 | -2.1
> CC1CCC(C(C)C)C(OC(=O)COC(=O)c2cc(O)ccc2N)C1 (stereo not given)
 : -1.6 | -1.8 | -0.6 | -9 | -238 | -44 | -1.8 | -341 | -67 | 4.1 | -4.0
> Cc1ccc(CNC(=O)C2=CCN(S(=O)(=O)c3ccc(C)cc3)CC2)cc1
 : -0.7 | 1.4 | 0.1 | -5 | 3 | -2 | -1.1 | -1 | -5 | -1.9 | -0.8
> Nc1ccc(-c2nnnn2-c2ccc(N)cc2)cc1
 : -0.8 | -0.3 | -0.8 | 7 | -6 | -1 | -1.2 | 0 | -6 | 1.8 | 0.3
> Cc1ccc(S(=O)(=O)N2CCN(C(=O)COC(=O)c3ccccc3Cl)CC2)c(C)c1
 : -1.2 | 0.8 | -1.2 | -13 | -8 | 4 | 1.7 | 1 | -2 | 0.3 | 0.0

Whole records, looked up by structure. Values in the order: ssDAF12 agonist | DAX1 inh-1 | DAX1 inh-2 | sPLA2-III inh | PLCb3 inh | ADAM17 inh | hcDAF12 agonist | PLC-gamma1 inh | ADAM10 inh | GAA850 FXN act | hgDAF12 agonist
CN1C(C(=O)NCc2cccc(C(F)(F)F)c2)CC2Cn3c(nc4cc(Cl)c(Cl)cc43)C21 (stereo not given) across the screens: -1.0 | 0.8 | -0.1 | -1 | -2 | -3 | 0.0 | 1 | -9 | -1.3 | -1.0
O=C(OCCCCSc1nnc(-c2cccc3ccccc23)o1)c1ccc(F)cc1 across the screens: -0.9 | nt | nt | -17 | -8 | -12 | -0.8 | -5 | -68 | nt | 0.0

Screens deposited in PubChem BioAssay by The Scripps Research Institute Molecular Screening Center.
